mcGAS lum – cyclic GMP-AMP synthase inhibitors, mouse, primary biochemical chemiluminescence; recombinant cGAS, Kinase-Glo ATP depletion luminescence; inhibition, % at 12.5 µM; hit rate 0.15% among 160,000; AID 1259399, 2018;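 further: 0% = negative control wells and 100% = reference inhibitor with no enzyme activity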
hcGAS inh – Primary biochemical luminescence assay for human cyclic GMP-AMP synthase inhibitors. hit rate 0.081% among 290,000. recombinant h-cGAS, ATP depletion, Kinase-Glo luminescence. inhibition, % at 12.5 µM;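 further: 0% = vehicle reaction and 100% = reaction without DNA for no activity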
Target sequence (Q8N884 whole entry, looked up): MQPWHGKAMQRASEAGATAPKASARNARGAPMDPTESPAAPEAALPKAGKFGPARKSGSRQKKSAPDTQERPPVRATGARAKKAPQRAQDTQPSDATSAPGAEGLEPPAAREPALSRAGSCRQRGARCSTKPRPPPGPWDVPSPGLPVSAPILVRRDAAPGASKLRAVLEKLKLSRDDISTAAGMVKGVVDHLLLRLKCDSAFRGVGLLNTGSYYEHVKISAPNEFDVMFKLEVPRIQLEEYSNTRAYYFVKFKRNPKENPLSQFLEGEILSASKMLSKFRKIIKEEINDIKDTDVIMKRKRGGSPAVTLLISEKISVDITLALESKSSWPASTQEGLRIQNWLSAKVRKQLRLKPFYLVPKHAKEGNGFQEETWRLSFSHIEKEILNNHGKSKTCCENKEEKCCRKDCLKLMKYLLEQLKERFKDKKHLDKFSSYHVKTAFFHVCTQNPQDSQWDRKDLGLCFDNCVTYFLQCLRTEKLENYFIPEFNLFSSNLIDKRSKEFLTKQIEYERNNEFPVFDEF
NPYLR7 ag – agonists of mosquito NPYLR7 receptor, primary screen, cell-based, Aedes aegypti, calcium fluorescence, mosquito biting behavior | Aedes aegypti neuropeptide Y-like receptor 7 (NPYLR7) | HEK293T NPYLR7/Galpha15, GCaMP6s calcium fluorescence | activation, % at 10 µM | hit rate 0.15% among 270,000 | AID 1259423, 2018; in the data active means activation above about 40%;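 further: 0% = vehicle and 100% = reference agonist at the receptor; some compounds past the cut are filed as inactive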
An asterisk follows results filed as active; . = not tested or not shown; & = joins results of further samples. Unless noted, no stated cut-off is given here; in the data, active means inhibition above about 40%; inactive means the rest.

SMILES | mcGAS lum | hcGAS inh | NPYLR7 ag
COc1ccc(-c2c(C)nn3c(N4CCCCC4)cc(C)nc23)cc1OC | -8 | -11 | 2
CN(C)CCN(C(=O)C1CCCCC1)c1nc2cc3c(cc2s1)OCO3 | -6 | -5 | 0
COC(=O)C(O)[C@H]1C(C)(C)[C@@H](OC(C)=O)[C@@H]2CC3=C4CC(=O)O[C@@H](c5ccoc5)[C@]4(C)CCC3[C@@]1(C)C2=O (stereo partly drawn) | 2 | 3 | .
COCCNC(=O)Cn1nc2c(c1NC(=O)c1cccc(OC)c1OC)CSC2 | -7 | -8 | -3
O=C1NC2(CCN(C(=O)C(c3ccccc3)c3ccccc3)CC2)Nc2ccc(Cl)c(Cl)c21 | 1 | -3 | 4
O=C(Oc1ccccc1)c1cc2cc([N+](=O)[O-])ccc2oc1=O | -5 | -3 | 0
CN1CCN(C(CNC(=O)NCc2ccccc2)c2ccsc2)CC1 (stereo not drawn) | -7 | -7 | 7
O=C(CCCc1cn[nH]c1)N1CCC(N2CCCC(C(=O)N3CCCC3)C2)CC1 (stereo not drawn) | . | -1 | -5
CCOP(=O)(c1ccccc1)C1(O)CCCCC1 (stereo not drawn) | -4 | 1 | 1
Cc1cc(C)c(C2=CSC3=NS(=O)(=O)CCN23)cc1C | . | -2 | 1
COc1ccc(/C=N\NC(=O)CSc2nc3ccccc3s2)cc1OC | -4 | -1 | 23
CN(C)CC(C)(C)CNC(=O)C(=O)c1ccc(C2CCCCC2)cc1 | -3 | -5 | -9
CCOc1cc(CN2CCC(n3cc(C(=O)NCC(C)C)nn3)CC2)ccc1O | -21 | 0 | -3
Cc1ccc(Cl)cc1NC(=O)Cn1c[n+](C)c2ccccc21 | . | -4 | 0
CC(Sc1nncn1-c1ccccc1)C(=O)NCc1ccccc1 (stereo not drawn) | . | -4 | 5
CCOC(=O)c1nc(-c2ccccc2)oc1NC | . | 4 | -8
Cc1cccc(NC(=O)CSc2nccn(-c3ccc(F)c(F)c3)c2=O)c1 | -9 | -11 | 0
Cc1nc(C(=O)NCc2ccco2)cs1 | -2 | -6 | -3
Cn1nnc(-c2ccc(C(=O)NCc3cnn4ccccc34)cc2)n1 | -11 | -6 | 2
COc1ccc(OC)c(CSc2nc3cc(S(=O)(=O)N4CCOCC4)ccc3n2CCCN2CCOCC2)c1 | -9 | -8 | 5
CCC(C)c1nn2c(=O)c(NC(=O)c3ccccc3)cnc2s1 (stereo not drawn) | -9 | -17 | 2
COc1ccc(Cl)c(-c2c(-c3ccccc3)ncn2C[C@H](C)O)c1F | . | -5 | 10
Cc1nnc2n(C3CCCCC3)c(=O)c3c4c(sc3n12)CCC4 | . | -11 | 7
O=C(Nc1ccc(SCCN2CCOCC2)nn1)c1cccs1 | . | -6 | 18
Cc1ccccc1NCN1C(=O)c2ccc([N+](=O)[O-])cc2C1=O | -7 | -7 | 1
O=S(=O)(CCSc1ccc(Cl)cc1)OCC(F)(F)F | -2 | -2 | -2
Cc1ccc(N2C(=O)/C(=C/C3CC=CCC3)SC2=S)cc1 (stereo not drawn) | . | -7 | -1
CC1NCCN(c2ccc(Cl)cc2)C1=O (stereo not drawn) | . | -5 | -2
O=C(Nc1nc(-c2cc([N+](=O)[O-])cs2)cs1)c1ccc2ncsc2c1 | . | -11 | -1
Cc1nn(C)c(C)c1CCC(=O)Nc1ccc(C(C)(C)C#N)cc1 | . | -16 | 7
CN1CCN(CCNCc2cccn2-c2nnc(N3CCCC3)s2)CC1 | . | -3 | 0
CCOCCCn1c(SCc2cc(OC)ccc2OC)nc2cc(S(=O)(=O)N3CCOCC3)ccc21 | -6 | -3 | 12
C=CCOCC(O)CN(CCOC)Cc1cc(C)ccc1C (stereo not drawn) | -5 | -6 | 31
O=C(NCc1ccco1)c1ccc(-c2cc(-c3ccc(N4CCCCC4)cc3)n[nH]2)cc1 | -6 | -4 | 1
CCc1nn(-c2ccc(Cl)cc2)c(CC)c1C(=O)N(C)Cc1ccccc1 | -10 | -3 | .
Cc1cccn2c(=O)c(C=C3SC(=S)N(C4CCCCC4)C3=O)c(NCC3CCCO3)nc12 (stereo not drawn) | -6 | -3 | 1
O=C(NCc1ccccn1)c1c(O)c2ccccc2[nH]c1=O | -4 | -5 | 4
CCOC(=O)C1=C(O)/C(=C\c2ccncc2)SC1=Nc1cccc([N+](=O)[O-])c1 | -2 | -4 | 6
CCOC(=O)CN1CCN(c2ccc(OC)cc2OC)C(=O)C1C (stereo not drawn) | 0 | 1 | -7
CC(=O)N[C@H]1CCN(Cc2cnc(-c3ccccc3C)s2)C1 | . | -6 | -3
Cc1ccn2c(NC3CCCCC3)c(-c3cccc(OC(=O)C4C[C@H]4c4ccccc4)c3)nc2c1 (stereo partly drawn) | -9 | -9 | 0
Cc1ccc(N2CCn3c2n[nH]c3=S)cc1 | . | -10 | -4
Oc1c2cccnc2cn1C(CCn1cncn1)c1ccccc1 (stereo not drawn) | . | -5 | 11
O=C(CN1C(=O)NC2(CCc3ccccc32)C1=O)NC1CCCCCCC1 (stereo not drawn) | . | -11 | 3
CCc1noc(C(C)N2CCC(NC(=O)c3ccccc3)CC2)n1 (stereo not drawn) | . | -15 | 6
CC(NC(=O)Nc1ncn(Cc2ccc(Cl)cc2)n1)C1CCCO1 (stereo not drawn) | . | -14 | 7
Cc1ccsc1CN(Cc1ccc(F)cc1)Cc1nc(C(=O)N2CCOCC2)co1 | -3 | -7 | 3
O=C(Nc1ccc(-c2ccn[nH]2)cc1)C1CCCN(C2CCOCC2)C1 (stereo not drawn) | . | 2&1 | 1&-5
Cc1cccc(Cc2c(C)nc(C)nc2N2CCN(C(=O)c3cccs3)CC2)c1 | -5 | -4 | -3
CCc1nc2ccc(C(=O)NCCN(C)C)cn2c1N(CC)Cc1cccc(Br)c1 | -2 | -6 | 21
The list goes on.
SMILES | mcGAS lum | hcGAS inh | NPYLR7 ag
CC1=NN(Cc2cccc(C)c2)c2nc3c(c(=O)n(C)c(=O)n3C)n2C1C (stereo not drawn) | . | -13 | 2
COC(=O)c1sccc1S(=O)(=O)Nc1cccc(C)c1C(=O)OC | . | -8 | 3
O=C1NCC(=O)N2CCN(CC3=Cc4cc(Cl)ccc4OC3)CC12 (stereo not drawn) | . | 3 | -1
Cc1ccc2nc(CN3CCCCC3CO)[nH]c2c1 (stereo not drawn) | . | -7 | 6
COc1ccccc1CCC(=O)N1CCC(=O)N(CC2CC2)C(C(C)C)C1 (stereo not drawn) | . | -3 | 8
CNC(=O)Cn1c(-n2nc(C)cc2C)nc(-c2ccccc2)cc1=O | -7 | -13 | -9
CCCn1c(=O)c2c(nc3n(C(C)CC)c(C)cn23)n(C)c1=O (stereo not drawn) | . | 2 | -13
CCC(C(=O)NCc1cccnc1Oc1ccccc1)N1CCOCC1 (stereo not drawn) | . | -2 | 3
CN(Cc1cc(C(C)(C)C)n[nH]1)C(=O)CCNC(=O)c1ccc(F)cc1 | . | -3 | 2
CC(C)(C)c1cc2nc(-c3ccccc3)cc(C(=O)N3CCC(C(N)=O)CC3)n2n1 | -5 | -4 | 3
CC(=O)N1CCc2c(sc(NC(=O)/C=C/c3ccc([N+](=O)[O-])cc3)c2C(N)=O)C1 | . | -5 | 1
COc1ccc(NC(=O)c2cnn3c(C(F)(F)F)cc(-c4ccc(OC)c(OC)c4)nc23)c(OC)c1 | -6 | -6 | 12
CCOC(=O)N1CCN(C(c2ccc(OCC)c(OC)c2)C2Sc3nc(C)nn3C2=O)CC1 (stereo not drawn) | 1 | 4 | -11
CC(=O)c1ccc(N2C(=O)C(C)Oc3ccc(OC(F)(F)F)cc32)cc1 (stereo not drawn) | . | 2 | 5
CCOC(=O)c1csc(CSc2nnc(-c3ccco3)n2-c2ccc(F)cc2)n1 | -8 | -2 | 24
CC1(Cc2ccccc2)C(=O)Nc2ccc(OC(F)(F)F)cc21 (stereo not drawn) | -2 | 2 | 5
CC(C)CN(CC(=O)Nc1cc(C(C)(C)C)nn1-c1ccccc1Cl)C(=O)Nc1ccc(F)cc1F | 0 | 5 | -10
Cc1ccc(C(C[N+](=O)[O-])n2nc(C)cc2C)cc1 (stereo not drawn) | . | -9 | 3
COc1cc(OC)c2c(c1)OC1(CCN(C(=O)OCc3nccn3Cc3ccccc3)CC1)CC2=O | . | -2 | -6
CC(C)(C)C(=O)Nc1nnc(SCC(=O)c2ccccc2)s1 | -10 | -8 | .
Cc1ccc(N(CCCCN2C(=O)c3ccccc3C2=O)C(=O)c2ccccc2F)cc1 | . | -2 | -4
CC1CC(=O)Nc2ccccc2N1C(=O)CN(C)C(=O)CCC1CCCC1 (stereo not drawn) | . | -10 | 13
COc1cccc(CN2CCN(Cc3nc(-c4ccc(Cl)cc4)no3)CC2CCO)c1 (stereo not drawn) | -6 | 1 | 6
CCNC(=O)NC(=O)CSc1nnc(Nc2ccc(C(C)C)cc2)s1 | -5 | -1 | -1
O=C(CCc1ccccc1F)N1CCCC(Nc2ccc(F)cc2)C1 (stereo not drawn) | . | -8 | 0
CC(Nc1nc(CN2CCOCC2)nc2sc3c(c12)CCC3)c1ccc(F)cc1 (stereo not drawn) | . | -6 | 1
CCn1c(C2CCN(Cc3cccn3-c3ncccn3)CC2)nn(C)c1=O | . | -1 | 2
CCc1oc(C(=O)N2CCC(n3nc(C)cc3C)C2)cc1CN1CCCC1 (stereo not drawn) | -12 | -3 | 3
CC1(C(=O)NCCc2ccccc2)CCN1Cc1csc2ccccc12 (stereo not drawn) | 0 | 0 | -2
C=CCOc1cccc(C(=O)N2CCCC(CCC(=O)NCc3ccc(C)o3)C2)c1 (stereo not drawn) | . | -3 | 4
CC(C)CNC(=O)c1ccc2c(=O)n(C(C)C)c3nn(Cc4ccc(F)cc4)c(=O)n3c2c1 | -8 | 0 | -2
CC(C)CSc1nc2sc3c(c2c(=O)n1C)CCCC3 | . | -3 | -6
O=C(c1cc2n(n1)CCN(CC1CC1)C2=O)N1CCC2(CC1)OCCO2 | -8 | -3 | .
CCN1CCN(S(=O)(=O)c2ccc(Cl)c(C(=O)N(C)c3nc4ccccc4s3)c2)CC1 | -6 | -7 | 2
CCc1csc(NC(=O)C2CCC(=O)N(C)C2c2cnn(C)c2)n1 (stereo not drawn) | . | -5 | 3
CC(C)N(C(=O)CSc1nnc(-c2ccccc2)n1C)C1CCCCC1 | -4 | -8 | 2
Cc1c(/C=C/c2ccc3c(c2)OCCO3)n[nH]c(=O)c1C#N | . | -20 | 3
CC(=O)N1N=C(c2ccccc2)OC1C(=O)NCc1cccc2ccccc12 (stereo not drawn) | . | -2 | 1
O=C(O)CCc1nc2ccccc2[nH]1 | . | -2 | -3
Cc1cc(C(=O)N2CCN(S(=O)(=O)c3ccc4ccccc4c3)CC2)c2cnn(C(C)C)c2n1 | -4 | -5 | 2
COCCCN1COc2ccc3c(C)c(-c4ccccc4)c(=O)oc3c2C1 | -6 | -4 | -10
COc1ccc(-c2nc(N(CCC(=O)Nc3ccccc3F)Cc3ccco3)c3ccccc3n2)cc1 | -6 | -3 | 21
COc1ccc(C(=O)OCc2n[nH]c(C)n2)cc1 | -10 | -4 | 0
COCC(C)n1c(C)cc(C(=O)Cn2nnc3ccccc3c2=O)c1C (stereo not drawn) | -7 | -4 | 1
COc1ccc(NC(=O)CCC2CCCN(C(=O)c3sccc3C)C2)c(C)c1 (stereo not drawn) | -11 | -8 | 8
CCOC(=O)N1CCN(C(=O)c2cc3ccsc3n2Cc2ccc(F)cc2)CC1 | -4 | -5 | .
Cc1c(C(=O)NCC2CC2)sc(=O)n1Cc1cccc(F)c1 | . | -1 | 11
CC1CC(C)CN(CC(C)NC(=S)NC2CC2)C1 (stereo not drawn) | . | -7 | 2
NC1CCN(c2ccccc2C(=O)N2CCN(c3ccccn3)CC2)CC1 | . | -6 | -2
COCc1nc(NCc2cc3c(cc2OC)CCC3)c2cnn(C)c2n1 | -18 | -9 | 21
CCN(C)c1ccc(/C=C2/NC(=S)NC2=O)cc1 | 2 | 3 | 2

Screens as filed in PubChem.
